Pf Dd2 growth: inhibitors of Plasmodium falciparum Dd2 growth; P. falciparum Dd2 growth, SYBR Green, 72 h; stronger effect = lower value; activity change, % at 10 µM; hit rate 2.3% among 94,000; AID 1159554; in the data active = activity change below about -80%; inconclusive = no clear call, values can overlap the other calls
GASC1 inh: blocks human GASC-1 (KDM4C) demethylase activity. inhibition, % at 12.5 µM. hit rate 0.15% among 96,000. GST-KDM4C 2-372, H3K9me3 peptide, LANCE TR-FRET. AID 720574. Q9H3R0;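 active = mean replicate inhibition above about 25%, with at least 55% of replicates also reaching it, limit read from the data, passing the limit was not always enough; inconclusive = only one of those two conditions met; inactive = neither condition met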
Target sequence (Q9H3R0 2-372 limits assumed): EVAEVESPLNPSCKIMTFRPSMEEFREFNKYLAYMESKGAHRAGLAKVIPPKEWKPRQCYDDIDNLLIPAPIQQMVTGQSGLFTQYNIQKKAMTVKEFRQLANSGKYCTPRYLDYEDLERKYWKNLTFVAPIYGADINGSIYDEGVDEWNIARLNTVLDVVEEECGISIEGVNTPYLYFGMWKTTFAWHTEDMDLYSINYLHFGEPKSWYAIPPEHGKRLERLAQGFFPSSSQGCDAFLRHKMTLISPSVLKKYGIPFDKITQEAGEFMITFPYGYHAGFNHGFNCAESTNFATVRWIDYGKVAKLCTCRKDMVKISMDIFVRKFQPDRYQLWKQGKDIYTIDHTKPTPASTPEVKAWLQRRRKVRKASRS
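System: N-terminal GST-fused human GASC-1 (KDM4C) fragment, residues 2-372 / Amount: 10 nM GST-KDM4C in enzyme reaction / Also added: H3K9me3 peptide with Fe(II)/2OG / Times: 30 min demethylation and 1 h detection at room temperature / Signal: LANCE TR-FRET / Read-out basis: Fall in 671/618 emission ratio as inhibition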
T cruzi growth: T. cruzi proliferation inhibition | AID 624255 | T. cruzi beta-gal in NIH3T3, GalScreen luminescence, 90 h | hit rate 5.9% among 77,000 | inhibition, % at 8.34 µM;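 active = mean inhibition above about 93%, with at least 55% of replicates each passing it, limit read from the data, passing the limit was not always enough; inconclusive = only one of those two conditions holds; inactive = neither condition holds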
C diff growth: inhibitors of Clostridium difficile growth; Clostridium difficile clinical isolate growth, OD600, 24 h; stronger effect = lower value; growth activity, negative = inhibition, % at 16 µg/mL (by protocol); hit rate 0.25% among 86,000; AID 1259249;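 active = mean growth activity at or below -80% and every replicate also at or below -80%; inconclusive = mean at or below -80% but some replicate above -80%; inactive = mean growth activity above -80%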;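 note: 0% = DMSO wells and -100% = levofloxacin 16 µg/mL wells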
* hit, by the source's call; ? = inconclusive; . = not tested or not shown; & = joins results of further samples. Compounds were not picked by outcome. About 7.2% of those tested had a hit in this group.

SMILES	Pf Dd2 growth	GASC1 inh	T cruzi growth	C diff growth
C[C@@H]1CCCCO[C@@H](CN(C)S(=O)(=O)c2cccs2)[C@@H](C)CN([C@@H](C)CO)C(=O)c2cc(NC(=O)Cc3ccccc3)ccc2O1	-65	0.7	-18	-2
COc1cccc(-c2ccc3c(c2)[C@H]2[C@H](CCN2C(=O)C2CCCC2)[C@H](CO)N3)c1	-80	-3.6	.	3
Cc1ccc(S(=O)(=O)NCC[C@@H]2CC[C@@H](NC(=O)Nc3cccc(F)c3)[C@@H](CO)O2)cc1	8	-1.1	18	-8
CCN(C[C@H]1[C@H](c2ccccc2)[C@@H](CO)N1CC1CC1)C(=O)c1ccccn1	3	-1.1	-2	-4
CN1C(=O)c2cc(NC(=O)c3cccc(F)c3)ccc2OC[C@@H]2O[C@H](CC(=O)NCc3ccccc3)CC[C@H]21	-33	-0.7	-17	2
O=C(Nc1ccc2c(c1)[C@H]1C[C@H](CC(=O)N3CCc4ccccc4C3)O[C@@H](CO)[C@H]1O2)c1ccc2c(c1)OCO2	-11	0.9	16	-6
C[C@@H]1CCCCO[C@H](CN(C)Cc2ccncc2)[C@@H](C)CN([C@H](C)CO)C(=O)c2cc(NC(=O)C3CCCCC3)ccc2O1	13	-0.5	43	-2
CCS(=O)(=O)N1CCCCN2[C@H](CO)[C@H](c3ccc(C4=CCCC4)cc3)[C@H]2C1	-14	3.5	90	-1
Cc1noc(C)c1NC(=O)N(C)C[C@@H]1OCCCC[C@@H](C)Oc2ccc(NS(=O)(=O)c3cn(C)cn3)cc2C(=O)N([C@H](C)CO)C[C@H]1C	37	-2.4	19	-1
Cc1ccc(-c2cnc3c(c2)C(=O)N([C@@H](C)CO)C[C@@H](C)[C@@H](CN(C)Cc2ccccc2C(=O)O)O3)cc1	9	-1.7	-7	-3

3 compounds out of the list, arranged by molar mass, lowest first:
SMILES	Pf Dd2 growth	GASC1 inh	T cruzi growth	C diff growth
CCN(C[C@H]1[C@H](c2ccccc2)[C@@H](CO)N1CC1CC1)C(=O)c1ccccn1	3	-1.1	-2	-4
Cc1ccc(-c2cnc3c(c2)C(=O)N([C@@H](C)CO)C[C@@H](C)[C@@H](CN(C)Cc2ccccc2C(=O)O)O3)cc1	9	-1.7	-7	-3
C[C@@H]1CCCCO[C@H](CN(C)Cc2ccncc2)[C@@H](C)CN([C@H](C)CO)C(=O)c2cc(NC(=O)C3CCCCC3)ccc2O1	13	-0.5	43	-2

The listing continues:
SMILES	Pf Dd2 growth	GASC1 inh	T cruzi growth	C diff growth
COCC#Cc1cnc2c(c1)C(=O)N([C@H](C)CO)C[C@H](C)[C@@H](CN(C)C(=O)NC1CCCC1)O2	55	-1.7	47	7
C[C@@H]1CN([C@H](C)CO)C(=O)c2cc(/C=C/c3ccccc3)cnc2O[C@H]1CN(C)C(=O)C1CCCCC1	?	-0.7	79	-11
C[C@H](CO)N1C[C@H](C)[C@H](CN(C)Cc2ccc(O)cc2)OCc2ccccc2-c2c(n(C)c3ccccc23)C1=O	30	1.3	.	54
CC(C)(C)[S@@](=O)N1Cc2cc(C(=O)NC3CCCC3)nc(-c3cccc(Br)c3)c2[C@H]1CCO	-65	-1.9	.	3
C/C=C/c1ccc2c(c1)O[C@@H](CN(C)C(=O)c1ccccc1)[C@H](C)CN([C@H](C)CO)S2(=O)=O	-16	-1.6	.	5
Cc1ccccc1S(=O)(=O)N1C[C@H](O)COC[C@@H]2O[C@H](CC(=O)NCCc3ccccc3)CC[C@H]21	-29	0.8	-40	10&5
COc1cccc(NC(=O)N(C)C[C@@H]2Oc3cc(C#Cc4ccncc4)ccc3S(=O)(=O)N([C@@H](C)CO)C[C@H]2C)c1	-56	1.9	-42	1
COc1ccc(S(=O)(=O)N[C@H]2CC[C@H](CCNC(=O)Cc3ccccn3)O[C@@H]2CO)cc1	7	1.6	-25	.
CC(C)NC(=O)N1[C@@H](CO)[C@@H](c2ccccc2)C12CN(Cc1ccccc1)C2	-51	-1.6	.	-7
CCNC(=O)Nc1ccc2c(c1)C(=O)N(C)[C@@H]1CC[C@H](CC(=O)NCCOC)O[C@@H]1CO2	14	-0.7	6	3
COc1ccc(NC(=O)N[C@H]2CC[C@H](CCNC(=O)c3cc(Cl)cc(Cl)c3)O[C@@H]2CO)cc1	-7	-0.3	-27	.
COc1ccc(NC(=O)Nc2ccc3c(c2)C(=O)N([C@H](C)CO)C[C@H](C)[C@H](CN(C)C(=O)Nc2ccc(C(F)(F)F)cc2)OCCCC[C@H](C)O3)cc1	26	0.1	?	-6
COc1ccccc1-c1ccc2n(c1=O)C[C@H]1[C@H](CO)[C@@H](C(=O)NCc3ccccc3F)N[C@@H]21	7	-1.0	52	-5
COc1cccc(-c2ccc3c(c2)O[C@@H](CN(C)Cc2cncnc2)[C@@H](C)CN([C@H](C)CO)S3(=O)=O)c1	2&-2	-1.5	70&56	2&-2
CO[C@@H]1CC[C@H]2CCOc3ccc(C#N)cc3C(=O)N(C)C[C@@H](OC)[C@@H](C)C(=O)N(C)C[C@H]1O2	.	1.7	40	-4
C[C@@H]1CN([C@@H](C)CO)C(=O)c2cc(NC(=O)Nc3ccc4c(c3)OCO4)ccc2O[C@H]1CN(C)S(C)(=O)=O	10	1.1	-17	.
CC(=O)N1CC(=O)N2[C@@H](CO)[C@@H](c3ccc(C#Cc4cccnc4)cc3)[C@@H]2C1	31	0.3	.	-3
COc1ccc(S(=O)(=O)N(C)C[C@H]2Oc3ccc(NC(=O)Cn4cnnn4)cc3CC(=O)N([C@@H](C)CO)C[C@H]2C)cc1	16	-0.8	-33	-1
C[C@H](CO)N1C[C@H](C)[C@H](CN(C)C(=O)c2ccccc2)OCCCC[C@H](C)Oc2ccc(NC(=O)Cc3ccccc3)cc2C1=O	-14	-0.2	50	4
CO[C@@H]1CN(C)C(=O)c2ccc(NC(C)=O)cc2OC[C@H](C)N(C(=O)C2CCOCC2)C[C@@H]1C	-9	-0.7	-25	.
CCC(=O)N(C)C[C@H]1Oc2ncc(-c3ccc(F)cc3)cc2C(=O)N([C@H](C)CO)C[C@@H]1C	37	0.4	26	-9
C[C@@H]1CN([C@H](C)CO)C(=O)c2cc(C3=CCCCC3)cnc2O[C@@H]1CN(C)C(=O)Cc1ccccc1	-7	1.9	68	5
O=C(C[C@H]1C[C@@H]2c3cc(NS(=O)(=O)c4ccc(F)cc4)ccc3O[C@@H]2[C@@H](CO)O1)NCc1cc(F)ccc1F	-54	0.3	16	-2
COc1ccc(S(=O)(=O)N(C)C[C@@H]2OCCCC[C@@H](C)Oc3ccc(NC(=O)Nc4ccc(C(F)(F)F)cc4)cc3C(=O)N([C@@H](C)CO)C[C@H]2C)cc1	-75	0.0	90	1
Cc1noc(C)c1S(=O)(=O)N(C)C[C@@H]1OCCCC[C@@H](C)Oc2ccc(NS(=O)(=O)c3cccs3)cc2C(=O)N([C@@H](C)CO)C[C@@H]1C	-35	-4.0	.	7
C[C@H](CO)N1C[C@H](C)[C@@H](CN(C)C(=O)C2CCCCC2)Oc2ncc(C#CCc3ccccc3)cc2C1=O	-77	0.6	?	16
CN(C)CC#Cc1ccc([C@H]2[C@@H](CO)N3CCCCN(C(=O)Nc4cc(F)ccc4F)C[C@@H]23)cc1	6	5.8	95	8
C[C@@H]1CN([C@H](C)CO)C(=O)c2cc(C#CCN(C)C)cnc2O[C@@H]1CN(C)Cc1ccc2c(c1)OCO2	-4	4.6	-27	.
CO[C@@H]1CN(C)C(=O)c2ccc(NC(=O)c3cnccn3)cc2OC[C@@H](C)N(C(=O)C2CC2)C[C@H]1C	43	0.1	-2	.
OC[C@H]1[C@@H](c2ccc(C#CC3(O)CCCC3)cc2)[C@@H]2CN(Cc3ccncc3)CCCCN12	-26	1.1	8	-5
CC(C)NC(=O)Nc1ccc2c(c1)CC(=O)N([C@H](C)CO)C[C@H](C)[C@H](CN(C)C(=O)Nc1ccc(F)cc1)O2	22	-0.5	-5	1
CC(=O)N(C)C[C@@H]1Oc2ncc(C#Cc3cccc(F)c3)cc2C(=O)N([C@H](C)CO)C[C@@H]1C	2	1.8	7	-1
CC(=O)N(C)C[C@@H]1Oc2cc(/C=C/c3ccccc3)ccc2S(=O)(=O)N([C@H](C)CO)C[C@@H]1C	-28	-1.1	20	-1
CCCNC(=O)N1CC2(CN(C(=O)CC3CC3)C2)c2c(n(C)c3cc(OC)ccc23)[C@@H]1CO	-20	0.6	.	-6
CC(C)NC(=O)N(C)C[C@@H]1Oc2ccc(NC(=O)Cc3cn(C)c4ccccc34)cc2CC(=O)N([C@H](C)CO)C[C@@H]1C	-20	11	-3	3
COc1ccc(NC(=O)N(C)C[C@H]2Oc3c(NC(=O)c4nc5ccccc5s4)cccc3C(=O)N([C@@H](C)CO)C[C@@H]2C)cc1	-27	7.9	1	1
CCS(=O)(=O)N1CCCCN2[C@@H](CO)[C@@H](c3ccc(-c4ccccc4F)cc3)[C@@H]2C1	-43	-1.7	106*	-5
COCC(=O)N(C)C[C@@H]1Oc2cc(C#Cc3ccccc3)ccc2S(=O)(=O)N([C@@H](C)CO)C[C@H]1C	-75	-0.8	?	-17
COc1ccc2c3c(n(C)c2c1)[C@@H](CO)N(Cc1nccs1)CC31CN(C(=O)CC2CC2)C1	-7	-0.1	.	-4
CCNC(=O)Nc1ccc2c(c1)C(=O)N(C)[C@@H]1CC[C@@H](CC(=O)NCCOC)O[C@@H]1CO2	4	-0.7	4	-5
CO[C@H](CN(C)S(=O)(=O)c1ccc(Cl)cc1)[C@H](C)CN(Cc1ccccc1Cl)[C@H](C)CO	-57	-2.6	106*	.
C[C@H]1CN([C@@H](C)CO)C(=O)Cc2cc(NC(=O)Nc3ccc(C(F)(F)F)cc3)ccc2O[C@H]1CN(C)C(=O)Nc1ccc(C(F)(F)F)cc1	-15	-5.2	38	-2
C[C@H]1CN([C@@H](C)CO)C(=O)c2cc(NS(=O)(=O)c3cccs3)ccc2O[C@H]1CN(C)C(=O)Nc1ccc2c(c1)OCO2	2	2.5	13	.
COc1ccc2c3c([nH]c2c1)[C@H](CO)N(Cc1ccccn1)CC31CN(C(=O)CC2CC2)C1	-17	-0.5	.	-6
COC(=O)C[C@H]1CC[C@H]2[C@@H](COc3ccc(NC(=O)C4CC4)cc3C(=O)N2C)O1	17	0.0	.	1
C[C@@H]1CCCCO[C@@H](CN(C)C(=O)CCC(F)(F)F)[C@@H](C)CN([C@H](C)CO)C(=O)c2cc(NS(=O)(=O)c3cccs3)ccc2O1	-5	.	14	1
CN(C)C(=O)C[C@@H]1C=C[C@H](NC(=O)NC2CCCC2)[C@@H](CO)O1	15	0.2	.	-5
Cc1noc(C)c1S(=O)(=O)N(C)C[C@@H]1Oc2c(NC(=O)C3CC3)cccc2C(=O)N([C@@H](C)CO)C[C@@H]1C	53	2.3	42	-6
CO[C@@H]1CN(C)C(=O)c2cc(NC(=O)C3CC3)ccc2OC[C@H](C)N(C(=O)NC(C)C)C[C@@H]1C	-2	0.2	-26	.
COc1ccc2c3c(n(C)c2c1)[C@H](CO)N(CC1CC1)CC31CN(S(=O)(=O)c2cn(C)cn2)C1	3	-0.7	.	3

Compounds listed so far containing a Cl atom:
SMILES	Pf Dd2 growth	GASC1 inh	T cruzi growth	C diff growth
COc1ccc(NC(=O)N[C@H]2CC[C@H](CCNC(=O)c3cc(Cl)cc(Cl)c3)O[C@@H]2CO)cc1	-7	-0.3	-27	.
CO[C@H](CN(C)S(=O)(=O)c1ccc(Cl)cc1)[C@H](C)CN(Cc1ccccc1Cl)[C@H](C)CO	-57	-2.6	106*	.

Next part:
SMILES	Pf Dd2 growth	GASC1 inh	T cruzi growth	C diff growth
CO[C@H]1CN(C)C(=O)c2ccc(NC(=O)Nc3cc(F)ccc3F)cc2OC[C@@H](C)N(C(=O)c2ccccn2)C[C@@H]1C	0	11	.	.
C[C@@H]1CN([C@H](C)CO)C(=O)c2cc(N(C)C)ccc2O[C@@H](C)CCCCO[C@H]1CN(C)C(=O)C1CCCCC1	10	6.9	56	-8
CN1C(=O)c2cc(NC(=O)C3CCCCC3)ccc2OC[C@H]2O[C@@H](CC(=O)NCC3CCCCC3)CC[C@@H]21	-3	9.1	.	3
O=C(C[C@@H]1CC[C@H](NC(=O)CN2CCOCC2)[C@H](CO)O1)NC1CCC1	14	2.1	.	0
Cc1noc(C)c1S(=O)(=O)Nc1ccc2c(c1)CC(=O)N([C@H](C)CO)C[C@H](C)[C@@H](CN(C)C(=O)Nc1cccc3ccccc13)O2	-27	1.1	.	3
C[C@@H]1CN([C@H](C)CO)C(=O)c2cc(NC(=O)Nc3cccc4ccccc34)ccc2O[C@@H]1CN(C)Cc1ccc2c(c1)OCO2	-7	2.1	26	-1
COc1ccc(NC(=O)N(C)C[C@H]2Oc3ccc(NC(=O)Nc4ccc5c(c4)OCO5)cc3CC(=O)N([C@@H](C)CO)C[C@H]2C)cc1	15	5.7	-25	5
